# Assay outcomes: PubChem, several laboratories
# Autophagy mod: autophagy modulation, high-content screen; hit rate 0.98% among 190,000; calls only at 10 µM (by protocol); MEF GFP-LC3 puncta imaging; test concentration mostly 10 µM;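 active = percentage of spot-positive cells more than 3 SD above its plate mean, without a fluorescence outlier flag or 80% toxicity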;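 note: spot-positive cell cutoff set from DMSO-treated cells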
# Hep lipid drop: hepatic lipid droplet formation modulation; AML12 mouse hepatocytes, oleate lipid droplets, BODIPY imaging; inhibition, % at 6.5 µM; hit rate 0.4% among 240,000; AID 1656;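 active = lipid droplet intensity inhibited by at least 50%, with more than 500 cells counted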
#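 Material – AML12 mouse liver cells · Also added – oleate loading, 100 µM · Compound dosing – 6.5 µM single-point dosing · Times – overnight treatment with compound plus oleate · Measured by – fluorescence imaging, 20x objective, two fields per well · Read-out – percent inhibition of filter-corrected integrated lipid droplet intensity per well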
# Yfh1-off respiration: mitochondrial function rescue without frataxin homolog – Friedreich's ataxia, plus single-dose screen, dose response (AID 1465); hit rate 0.074% among 220,000; fold induction at 50 µM, or EC50 in µM where a hit was titrated; S. cerevisiae Yfh1-off respiration, WST-1 reduction, 72 h; higher fold induction means a stronger effect;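 active = fold induction of absorbance versus untreated yeast above a set limit, then at least 30% activation at any dose in follow-up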;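 note: activators that raise dye reduction in frataxin-depleted yeast; strong numbers were not always called active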
# ER stress rescue: protection against thapsigargin-triggered cell killing – 384-well, CSM14.1, ATP luminescence, primary screen (AID 1222); CSM14.1 thapsigargin-induced death rescue, ATP luminescence; higher % means a stronger effect; 190,000 tested, under 10 active; cellular ATP content (survival), % at 20 µM, or EC50 in µM where a hit was titrated;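 active = EC50 below 50 µM in the dose-response confirmation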;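 note: death triggered by thapsigargin at about 15 µM added after 2 h compound pretreatment; cell ATP read after overnight thapsigargin exposure of roughly 18 to 22 hours; normalized against plate controls of thapsigargin alone and 5% DMSO vehicle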
# M1AAP inhibition: malaria alanyl aminopeptidase activity blockers – biochemical, fluorogenic H-Leu-NHMec substrate, 1536-well (AID 1445) | inhibition, % at 30 µM, or IC50 in µM where a hit was titrated | recombinant M1AAP, H-Leu-NHMec fluorogenic kinetic assay; higher % means a stronger effect | hit rate 0.42% among 220,000;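 active = primary inhibition above the hit cutoff, then over 50% inhibition at one or more dose response concentrations, cut at about 23% in these data, passing the limit was not always enough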;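 note: plate controls were DMSO full reaction for no effect and no enzyme background for full effect; strong numbers were not always called active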
# Ins promoter up: MIN6 insulin promoter up-regulation. MIN6 insulin promoter-GFP reporter, high-content imaging; active compounds read high. z-score at 5 µM. hit rate 0.3% among 190,000;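 active = z-score above 3 at 5 µM with at least 500 cells counted in the well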
# Dynein cargo inh: blocks dynein driven cargo transport along microtubules; 3617.4 mouse cells, GR-EGFP nuclear translocation imaging; test concentration mostly 20 µM; stimulated with dexamethasone, 1 µM; active compounds read low; z-score, hits read low; hit rate 0.47% among 220,000; AID 1381;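 active = plate z-score of nuclear minus cytoplasmic receptor signal below a set negative limit, without overly bright fluorescence or cell loss, cut at about -3.5 in these data, passing the limit was not always enough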;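 note: z-score of nuclear minus cytoplasmic ring GR-EGFP intensity difference per well; some compounds called inactive have numbers as strong as hits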
#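 Buffer or medium – tet-free medium with charcoal-stripped serum · Signal – automated 10x imaging of fixed Hoechst-stained cells · Also added – dexamethasone agonist, 1.0 µM final, for 30 min · Incubation – induction 48 h, compound 1 h, agonist 30 min · Read-out – GR-EGFP nuclear translocation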
# MT stabilizer: microtubule stabilizers in HeLa cells; % tubulin-high responders, % at 10 µM; AID 2205; HeLa tubulin immunostaining HCS, 24 h; share of cells brighter than vehicle mean+2SD; hit rate 0.83% among 200,000;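 active = plate Z-score above 3 for both tubulin-high and condensed-nucleus cell shares, with cell loss under 80%, at 10 µM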;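 note: anti alpha tubulin signal scored within the nucleus-defined area of each cell; some results filed as inactive read as strong as hits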
# P. falciparum M17LAP: P. falciparum M17LAP inhibitors, primary screen, biochemical, fluorogenic H-Leu-NHMec substrate, 1536-well (AID 1619) | recombinant M17LAP, H-Leu-NHMec fluorogenic kinetic assay; higher % means a stronger effect | inhibition, % at 30 µM, or IC50 in µM where a hit was titrated | hit rate 0.38% among 220,000;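 active = compound inhibiting the enzyme by more than half at any dose during confirmatory dose-response retesting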;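 note: plate controls were full reaction with DMSO carrier for no effect and no enzyme background for full effect; strong numbers were not always called active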
# Dynein cargo inh cytoplasmic EGFP: second read-out of Dynein cargo inh, no call of its own (marks repeat the call); z-score; measured here: cytoplasmic GR-EGFP intensity; active compounds read high
# Dynein cargo inh nuclear GR-EGFP: recorded beside Dynein cargo inh, whose call it bears; z-score; measured here: nuclear GR-EGFP intensity;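 lower value marks the stronger effect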
# Dynein cargo inh cell count: also measured in Dynein cargo inh; calls as there; z-score; measured here: cell count per field
# Ins promoter up cell count: further read-out of Ins promoter up, marked with its call; cell count; measured here: cytotoxicity, nuclei count;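 total cells summed across four imaged fields per well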
# Hep lipid drop cells 6.5 µM: recorded beside Hep lipid drop, whose call it bears; cell count; measured here: cell count, cytotoxicity flag;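 cells counted across two imaged fields per well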
# MT stabilizer Hoechst-high %: further read-out of MT stabilizer, marked with its call; % Hoechst-high responders; measured here: nuclear condensation Hoechst responders;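 share of cells brighter than vehicle mean plus two SD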
# MT stabilizer cytotoxicity %: also measured in MT stabilizer; calls as there; toxicity, %; measured here: cytotoxicity by cell density;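 0% = mean cell density of plate MIN control wells and 100% = no cells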
# Autophagy mod cell loss 18 h: second read-out of Autophagy mod, no call of its own (marks repeat the call); toxicity, %; measured here: cell loss, nuclei count;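 cell loss after 18 h compound exposure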
# Active calls of the source: *; i = inactive; . = not tested or not shown; + = active, no number. Rows are unselected. Share with any hit: about 3.5%.
Compound	Autophagy mod	Autophagy mod cell loss 18 h	Hep lipid drop	Hep lipid drop cells 6.5 µM	Yfh1-off respiration	ER stress rescue	M1AAP inhibition	Ins promoter up	Ins promoter up cell count	Dynein cargo inh	Dynein cargo inh cytoplasmic EGFP	Dynein cargo inh nuclear GR-EGFP	Dynein cargo inh cell count	MT stabilizer	MT stabilizer Hoechst-high %	MT stabilizer cytotoxicity %	P. falciparum M17LAP
C#CCOCCOCCOCCNc1nc(N2CCOCC2)nc(N2CCN(C(=O)[C@H]([C@@H](C)CC)n3cc([C@@H](N)CC(C)C)nn3)CC2)n1	i	5	-2	691	i	0.4%	0%	0.46	1282	1.6	0.49	1.5	-1.9	5.0	1.2	7.7	-3%
CCOC(=O)c1sc(=S)n(-c2ccccc2)c1N	i	-6	-4	722	i	-1.0%	-3%	.	.	0.15	-0.25	0.065	0.36	4.0	2.6	3.9	7%
Cn1nc(C(=O)N2CCc3ccccc32)c2ccccc2c1=O	i	15	0	660	i	0.2%	7%	-0.14	1598	0.69	-0.34	0.81	0.42	5.0	2.6	6.7	3%
COc1ccc(-c2noc(CCCC(=O)NCc3ccco3)n2)cc1OC	i	18	.	.	i	1.0%	1%	0.33	1113	-1	-0.18	-0.29	0.21	1.9	2.4	5.5	3%
CCOc1ccc(C(C)C)cc1S(=O)(=O)N1CCOCC1	i	-2	15	715	i	1.9%	1%	-0.24	1215	0.28	-0.21	0.18	-0.54	2.7	3.5	10	-18%
COc1ccc2c(c1)c(C(=O)N/N=C/c1ccc(O)c(O)c1)c(C)n2C	i	-6	26	636	i	-0.7%	12%	-0.08	1309	-0.093	-0.28	-0.26	-0.09	4.5	2.3	6.5	30µM*
CSCCCNC(=S)Nc1ccc(N2CCOCC2)cc1N1CCOCC1	i	21	-2	751	i	-0.4%	1%	-0.78	1217	-0.47	-0.16	-0.21	0.85	2.2	1.7	4.8	-3%
CCN(c1ccccc1)S(=O)(=O)c1ccc(Cl)c(C(=O)NCC2CCCO2)c1 (centres undefined)	i	6	-10	714	i	-2.0%	-1%	0.07	1318	-0.95	-0.22	-0.35	0.49	5.1	1.9	7.4	-4%
O=C(NC1CC1)c1ccc(CS(=O)(=O)c2c(Cl)cccc2Cl)o1	i	1	.	.	i	0.7%	9%	0.62	955	1.1	-0.18	0.82	-0.14	3.7	2.4	8.8	1%
Cn1c(CN2CCN(c3cccc(Cl)c3)CC2)nc2ccccc21	i	12	20	768	i	2.3%	-5%	.	.	0.64	-0.27	0.65	-0.16	4.6	3.3	4.0	-12%
O=C1Nc2ccc(Cl)cc2C(=O)C1(F)c1ccccc1 (centres undefined)	.	.	-10	594	i	.	1%	-0.39	1346	0.047	-0.2	-0.18	-0.51	.	.	.	10%
Cc1ccc(S(=O)(=O)N2CCOCC2)cc1NC(=O)COC(=O)c1cc(=O)[nH]c2ccccc12	i	-10	2	677	i	-0.3%	3%	0.43	1180	-1.2	-0.35	-1	1.8	2.8	2.4	5.3	0%
CCOC(=O)C1CCN(C(=O)c2ccc(SC)cc2OC)CC1	i	-6	12	779	.	4.2%	-3%	0.01	1233	0.52	-0.23	0.4	-0.67	3.1	2.0	5.6	-5%
O=C(CCc1nnc(-c2ccsc2)o1)N1CCc2c(Cl)cccc2C1	i	19	-3	734	i	3.3%	-4%	.	.	-0.36	-0.18	-0.22	0.034	2.9	2.8	7.0	12%
CCOc1ccc(S(=O)(=O)NCCC(=O)NC2=NCCS2)cc1	i	13	.	.	i	-0.5%	6%	-0.71	1236	-0.73	-0.31	-0.073	0.64	2.7	1.1	7.0	3%
O=C(NCc1ccco1)c1cc(-c2ccco2)on1	i	16	.	.	i	-0.7%	-4%	-0.4	1530	-0.46	-0.38	0.074	0.48	2.5	3.0	7.4	5%
CCOc1ccc(NS(=O)(=O)c2ccc3c(c2)oc(=O)n3C)cc1	i	5	.	.	i	-0.4%	15%	0.82	1396	-0.26	-0.23	0.24	-0.17	2.3	1.6	3.0	-20%
CCCN=Cc1ccc(O)cc1	i	14	3	715	i	-1.2%	8%	.	.	1.1	-0.24	0.77	-0.05	3.8	1.3	4.2	4%
CCOC(=O)N/N=C/C=C/c1ccccc1	i	0	-22	638	i	-3.5%	5%	0.3	1394	-1	-0.27	-0.71	0.4	3.0	2.4	8.8	-6%
S=C(NCCc1ccccn1)Nc1ccc(Cl)cc1	i	13	-27	425	i	-1.4%	2%	-0.29	1205	-0.86	-0.13	-0.45	0.16	3.0	2.7	10	-1%
Cn1c(SCC(=O)c2ccccc2)nnc1-c1ccncc1	i	-1	2	766	i	-1.7%	-1%	0.05	1568	-0.93	-0.36	0.28	0.28	4.7	2.9	6.6	5%
CCN(CC)S(=O)(=O)c1ccc(C(=O)Nc2c3c(nn2C(C)(C)C)CS(=O)(=O)C3)cc1	i	0	2	630	i	-1.3%	8%	1.1	1552	-0.25	-0.32	-0.35	0.29	3.9	3.5	5.7	6%
N#Cc1c(NC(=O)c2ccc(N3CCOCC3)c([N+](=O)[O-])c2)sc2c1CCCC2	i	25	0	668	i	3.1%	-1%	-0.13	1600	-1	-0.25	-0.31	0.29	5.5	3.0	2.1	0%
Cc1ccc(/C=N/N(Cc2ccccc2)c2ccccc2)o1	i	-3	0	696	i	1.0%	-2%	-0.24	1198	0.29	-0.32	-0.25	-0.84	2.0	1.3	2.7	-1%
CCC1CCc2c(sc(NC(C)=O)c2C#N)C1 (centres undefined)	i	-8	0	700	i	-1.6%	-2%	-0.31	1269	-0.76	-0.34	-0.57	1.2	1.8	3.6	5.1	4%
O=c1c(S(=O)(=O)c2ccc(Cl)cc2)cn(Cc2cccc(F)c2)c2ccc(F)cc12	i	1	-49	677	i	0.9%	-1%	-0.55	1516	0.27	-0.21	0.65	-1.2	4.4	3.2	5.2	7%
O=C(NCCO)/C(=C/c1ccc2c(c1)OCO2)NC(=O)c1ccc(Br)cc1	+	1.6*	17	718	i	-0.6%	3%	0.2	1665	1.7	-0.029	1.1	-1.4	3.3	2.3	8.0	15%
COC(=O)CSc1nnc2n(-c3ccc(OC)cc3)c(=O)c3c4c(sc3n12)CCCCC4	i	-2	.	.	i	1.3%	9%	0.75	1142	-0.05	-0.14	0.77	-0.36	4.9	1.9	5.1	8%
CC(C)c1ccc(CC(C)C2C3=C(CCCC3=O)OC3=C2C(=O)CCC3)cc1 (centres undefined)	i	-35	1	797	i	4.0%	14%	0.63	867	-1.4	-0.18	-0.95	1.4	1.7	2.4	8.8	4%
Cc1c(F)cccc1NS(=O)(=O)c1ccccc1C#N	i	-3	-7	733	i	10%	5%	-0.98	1281	-0.94	-0.24	-0.5	0.083	3.1	2.8	3.4	-7%
CC(=O)N1CCN(C(=O)CSc2nc3c(cnn3-c3ccccc3)c(=O)[nH]2)CC1	i	24	-3	694	i	-1.2%	-2%	.	.	1.4	-0.069	0.69	-0.51	1.3	1.2	11	7%
CCOC(=O)Nc1cc(OC)c(OC)cc1Cc1nccc2cc(OC)c(OC)cc12	i	0	4	747	i	1.7%	0%	-1.6	1302	-0.13	-0.26	0.34	-1	2.4	3.3	47	4%
O=C(CSC1CS(=O)(=O)c2cc([N+](=O)[O-])ccc21)NNC(=O)c1ccccc1 (centres undefined)	.	.	8	676	i	.	1%	0.5	1065	-0.42	-0.16	0.22	1.3	.	.	.	-1%
COc1cc(/C=C/C(=O)Nc2ccccc2C(F)(F)F)cc(OC)c1OC	i	-29	.	.	.	-2.1%	6%	0.03	1467	0.53	-0.22	1.1	-0.15	2.6	1.2	7.5	1%
Cc1c(C(=O)NC(C)C)oc2c1-c1[nH]ncc1CC2	i	1	.	.	i	-0.6%	9%	0.76	1531	-1.2	-0.3	-0.39	1.4	2.4	3.1	5.3	4%
Cc1cc(C)nc(SCc2nnc(SCC(=O)N3CCCc4ccccc43)n2C)n1	i	6	.	.	i	-0.6%	13%	-0.37	817	0.96	-0.17	0.092	-0.51	1.3	1.2	3.9	-1%
CCOC(=O)C1CCN(C(=O)C2CCN(c3nc4ccc(OC)cc4s3)CC2)CC1	i	5	.	.	i	-0.2%	-1%	-0.46	1580	0.14	-0.31	0.12	0.32	2.4	1.3	8.8	0%
CCOC(=O)NNC1CC(=O)N(c2ccc(OC)cc2)C1=O (centres undefined)	i	-25	.	.	i	-0.6%	-5%	-0.71	1431	-0.57	-0.19	0.064	0.16	1.3	1.5	6.8	-4%

# Part of the list above in order of SMILES length, falling.
Compound	Autophagy mod	Autophagy mod cell loss 18 h	Hep lipid drop	Hep lipid drop cells 6.5 µM	Yfh1-off respiration	ER stress rescue	M1AAP inhibition	Ins promoter up	Ins promoter up cell count	Dynein cargo inh	Dynein cargo inh cytoplasmic EGFP	Dynein cargo inh nuclear GR-EGFP	Dynein cargo inh cell count	MT stabilizer	MT stabilizer Hoechst-high %	MT stabilizer cytotoxicity %	P. falciparum M17LAP
CCN(CC)S(=O)(=O)c1ccc(C(=O)Nc2c3c(nn2C(C)(C)C)CS(=O)(=O)C3)cc1	i	0	2	630	i	-1.3%	8%	1.1	1552	-0.25	-0.32	-0.35	0.29	3.9	3.5	5.7	6%
N#Cc1c(NC(=O)c2ccc(N3CCOCC3)c([N+](=O)[O-])c2)sc2c1CCCC2	i	25	0	668	i	3.1%	-1%	-0.13	1600	-1	-0.25	-0.31	0.29	5.5	3.0	2.1	0%
CCOC(=O)Nc1cc(OC)c(OC)cc1Cc1nccc2cc(OC)c(OC)cc12	i	0	4	747	i	1.7%	0%	-1.6	1302	-0.13	-0.26	0.34	-1	2.4	3.3	47	4%
